Cdc25B block: inhibitors of Cdc25B phosphatase catalytic domain, primary screen, biochemical, OMFP fluorescence. 65,000 compounds, 0.1% hits. inhibition, %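 (compounds tested at 10 µM final in the well)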. recombinant Cdc25B, OMFP fluorescence Ex485/Em525; in the data active = inhibition above about 50%
C1s inh: complement C1s protease inhibitors, primary screen, biochemical, 10-compound mixtures; 62,000 compounds, 0.16% hits; mean inhibition % of two 10-compound mixtures (active compounds read high), % at 5 µM (by protocol); purified C1s, fluorogenic AMC substrate, pooled mixtures; Complement C1s subcomponent (Homo sapiens), P09871;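 active = inhibition above 20% in each of the two 10-compound mixture wells holding the compound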;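 note: 0% = enzyme wells lacking compound mixture and 100% = no-enzyme blank wells; some compounds called inactive have numbers as strong as hits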
Hsp90 inh: tumor Hsp90 inhibitors, primary screen, cell lysate, fluorescence polarization, NCI-N417 lysate; Heat shock protein HSP 90-alpha (Homo sapiens), P07900; Cy3B-geldanamycin FP displacement; inhibition, % at 30 µM; 64,000 compounds, 0.35% hits; AID 429, 2006;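 active = inhibition above 50%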;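 note: 0% = tracer plus lysate wells and 100% = tracer alone without lysate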
5HT1a ag: human 5-HT1a receptor agonists, primary screen, cell-based, CHO, Ga15 NFAT-bla reporter | 5-hydroxytryptamine receptor 1A (Homo sapiens), P08908 | CHO 5-HT1a Ga15 NFAT-bla reporter, FRET ratio; 0% basal, 100% maximal reference agonist | activation, % at 10 µM | 65,000 compounds, 0.56% hits;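 active = activation above the screen-wide mean activation plus 3 SD, cut at about 19% in these data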;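 note: 0% = DMSO wells and 100% = 5-CT at EC100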
DUSP1 inh: MKP-1 phosphatase inhibitors, primary screen, biochemical, in vitro | AID 374, 2006 | 65,000 compounds, 0.15% hits | Dual specificity protein phosphatase 1 (Homo sapiens), P28562 | inhibition, %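 (compounds tested at a single concentration somewhere between 10 and 100 µM)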 | recombinant MKP-1, OMFP hydrolysis fluorescence;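 active = inhibition above about 50%, limit read from the data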;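 note: 0% = DMSO max control wells and 100% = wells with enzyme stopped by NaOH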
Target sequence (P28562 whole entry, looked up): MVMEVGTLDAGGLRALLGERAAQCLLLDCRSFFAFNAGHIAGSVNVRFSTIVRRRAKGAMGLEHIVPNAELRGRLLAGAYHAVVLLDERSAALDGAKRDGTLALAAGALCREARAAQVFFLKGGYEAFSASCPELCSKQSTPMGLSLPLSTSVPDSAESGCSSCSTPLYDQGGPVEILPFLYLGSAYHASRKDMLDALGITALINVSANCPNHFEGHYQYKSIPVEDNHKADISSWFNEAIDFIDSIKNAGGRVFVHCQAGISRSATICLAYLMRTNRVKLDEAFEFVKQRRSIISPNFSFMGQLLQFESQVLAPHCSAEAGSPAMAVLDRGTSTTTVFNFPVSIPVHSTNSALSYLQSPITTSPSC
FXIa inh mix: FXIa protease inhibitors in compound pools, primary screen, biochemical, 10-compound mixtures; AID 680, 2007; purified FXIa, fluorogenic substrate, pooled mixtures; 62,000 compounds, 0.19% hits; inhibition, % at 5 µM; Coagulation factor XI (Homo sapiens), P03951;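 note: each value is inhibition by a whole ten-compound pool holding the compound; 0% = enzyme with no mixture and 100% = wells lacking enzyme; strong numbers were not always called active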
CatL block: inhibitors of human cathepsin L, biochemical | AID 460, 2006 | Procathepsin L (Homo sapiens), P07711 | purified cathepsin L, fluorogenic substrate, fluorescence | 58,000 compounds, 0.17% hits | inhibition, %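 (tested at 10 µM)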; in the data active = inhibition above about 45%;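 note: 0% = enzyme with no compound and 100% = no enzyme blank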
CatG inh: human cathepsin G inhibitors, primary screen, biochemical, pooled compound mixtures, AMC fluorescence | AID 581, 2007 | 62,000 compounds, 0.2% hits | inhibition, % at 5 µM (by protocol) | purified enzyme, AMC-tetrapeptide fluorescence;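 active = inhibition above 20% in each of the two mixture wells holding the compound; inactive = inhibition of 20% or less in either well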;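 note: 0% = enzyme control without mixture and 100% = blank lacking enzyme; strong numbers were not always called active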
FXIIa mix inh: human factor XIIa inhibitors, primary screen, biochemical, pooled compound mixtures, fluorogenic substrate; 62,000 compounds, 0.2% hits; Coagulation factor XII (Homo sapiens), P00748; purified FXIIa; AID 684, 2007; inhibition, % at 5 µM;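 note: 0% = enzyme without compound and 100% = no enzyme blank; some results filed as inactive read as strong as hits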
Target sequence (P00748 20-372 limits assumed): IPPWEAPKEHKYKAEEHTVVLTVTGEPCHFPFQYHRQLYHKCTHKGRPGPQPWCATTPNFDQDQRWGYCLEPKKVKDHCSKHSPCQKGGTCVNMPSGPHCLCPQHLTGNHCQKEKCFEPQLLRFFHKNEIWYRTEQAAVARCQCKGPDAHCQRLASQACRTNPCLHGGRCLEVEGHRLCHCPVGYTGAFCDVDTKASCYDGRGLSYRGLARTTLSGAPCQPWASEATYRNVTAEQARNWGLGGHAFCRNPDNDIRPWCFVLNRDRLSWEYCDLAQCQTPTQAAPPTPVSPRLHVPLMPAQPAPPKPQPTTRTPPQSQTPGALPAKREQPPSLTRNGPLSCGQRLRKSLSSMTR
Target sequence (P00748 373-615 limits assumed): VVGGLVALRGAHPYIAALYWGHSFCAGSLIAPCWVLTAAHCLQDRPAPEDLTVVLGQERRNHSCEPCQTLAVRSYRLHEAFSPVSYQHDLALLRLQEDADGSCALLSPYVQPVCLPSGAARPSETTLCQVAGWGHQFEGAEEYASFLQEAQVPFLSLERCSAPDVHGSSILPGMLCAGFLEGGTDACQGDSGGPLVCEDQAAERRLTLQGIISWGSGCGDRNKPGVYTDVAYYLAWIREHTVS
The depositor's hits bear a star; . = no result given. Cut-off read from the data, not from the text of the source, unless noted: active = inhibition above about 20% (passing the limit was not always enough); inactive = the rest.

SMILES	Cdc25B block	C1s inh	Hsp90 inh	5HT1a ag	DUSP1 inh	FXIa inh mix	CatL block	CatG inh	FXIIa mix inh
Cc1cc(=O)[nH]c2c(C)c(N)ccc12	1	-59	0	-1.8	-6	-9	-60	-2	6
COc1ccc(-c2nc(-c3ccc(Br)o3)no2)cc1OC	-7	-2	-2	0.6	24	0	7	-3	3
CCc1[nH]nc2c1C(c1ccncc1)C(C#N)=C(N)O2 (configuration not stated)	-12	1	-1	-2.7	-11	1	9	2	1
Cc1cc(NC(=O)CSc2nnc(Cc3cccn3C)n2CCc2ccccc2)no1	-5	-4	0	-0.8	7	5	.	-3	5
Cn1c(SCC(=O)NCCc2ccccc2)nnc1-c1ccncc1	5	18	1	-0.4	-4	4	12	12	-4
CC(C)(C)c1ccc(-c2conc2N)cc1	-2	-4	0	1.5	-1	3	1	-5	3
C=CCn1c(SCC(N)=O)nnc1-c1ccccc1O	-3	-8	0	1.0	-29	13	-1	0	-18
COC(=O)Nc1nc2ccc(Sc3ccccc3)cc2[nH]1	-18	6	-3	-4.2	3	3	2	2	8
O=S1(=O)CCN=C2SC3=C(CCCC3)N21	8	-16	-3	-1.2	15	6	4	9	4
CC1(C)C(=O)Nc2ccccc2N1C(=O)COc1ncnc2ccccc12	5	-8	0	-3.0	-4	3	5	0	-2
O=C(Cn1ncn2c(cc3ccccc32)c1=O)NCCC1=CCCCC1	-10	-40	-2	-2.1	28	-5	26	1	0
COCc1nnc(NC(=O)c2ccc(NC(C)=O)cc2)s1	-4	-21	-2	-2.2	4	-6	-3	-7	-18
CCOC(=O)C1CCCN(c2nc3ccccc3nc2C(C#N)C(=O)OCCOC)C1 (configuration not stated)	16	.	-6	3.5	-8	.	14	.	.
CCN(Cc1ccccc1)C(c1ccccn1)c1nnnn1C(C)(C)CC (configuration not stated)	-12	-51	0	-0.7	2	-12	0	-20	1
COc1cc(-c2nc(-c3cccc(C)c3)no2)cc(OC)c1OC	-29	4	-3	-2.8	10	6	.	8	0
COc1ccc(C(CNC(=O)C2CC(=O)N(Cc3ccc(C)cc3)C2)N(C)C)cc1 (configuration not stated)	-17	-3	.	1.2	7	4	-1	-3	1
CCOC(=O)c1cnn(-c2cc(C)c3ccccc3n2)c1N	-2	-14	-2	11	6	3	-9	-2	-18
c1ccn2cc(CSC3=NCCS3)nc2c1	-9	-1	-2	2.8	-5	5	9	5	8
CC12CC(c3ccccc3O1)N(C(=O)c1ccco1)C(=O)N2c1ccccc1 (configuration not stated)	-9	12	-1	-5.0	6	8	8	9	2
CCC(=O)N1CCc2cc(S(=O)(=O)CCC(=O)Nc3cccc(F)c3)ccc21	6	11	-1	-3.6	2	6	1	9	29
CCOC(=O)CSc1nnc(-c2cccnc2)n1Cc1ccccc1	4	-9	-8	0.8	17	3	9	-5	-2
CCOC(=O)N1CCC(NC(=O)c2cccc3c2C(=O)N(c2ccc(OC)cc2)C3)CC1	-11	-28	-7	1.6	14	0	3	10	4
COC(=O)Cn1c(=O)c2c(nc(Br)n2CC(=O)OC)n(C)c1=O	1	13	-4	1.7	14	3	4	10	4
Cc1ccc(Oc2ccc(N)cc2)cc1	-5	-22	11	61*	-8	9	17	5	6
CCc1ccccc1NC(=O)Cn1nnc(-c2cccnc2)n1	-7	3	-3	1.0	-18	0	0	-5	14
COc1ccccc1N1CCN(C(=O)CSc2nnc(NC(=O)c3ccco3)s2)CC1	-1	3	2	0.7	25	-5	.	11	0
COCC(=O)NCCNc1nc2ccc(C)cc2cc1C	-8	.	0	-0.5	0	.	.	.	.
C=CCn1c(O)c(CN2CCOCC2)c(C)c(C#N)c1=O	3	3	-5	-4.2	24	-4	103*	-2	2
Cc1cccc(OCc2nnc(SCC(=O)Nc3ccc(C)c(C)c3)o2)c1	1	-34	1	3.1	-2	0	.	-5	1
CCOC(=O)N1CCN(C2OC(=O)c3ccccc32)CC1 (configuration not stated)	-16	.	-3	-1.1	-18	.	-3	.	.
CCOC(=O)c1c(-n2cnnn2)sc(C)c1C	-20	12	-2	-3.5	0	14	11	9	6
CCCCN(Cc1ccccc1)c1ncnc2nc[nH]c12	-13	-2	2	0.8	-1	2	-6	9	0
COc1ccc(-c2noc(CCC(N)=O)n2)cc1OC	-5	5	-6	-1.7	4	2	14	5	-6
COc1ccccc1-c1cc(C(=O)Nc2ccc(F)cc2F)no1	-5	13	6	-3.9	25	7	-11	13	-1
Cc1ccc(-n2ncc3c(=O)n(CC(=O)NCc4ccco4)cnc32)cc1	-11	-18	4	-0.7	-6	4	5	4	3
Cn1c(C(=O)NCc2ccco2)cc2c(=O)[nH]c3ccccc3c21	7	-18	-2	0.3	7	2	7	-9	-20
CCOC(=O)c1sc(=NC(=O)c2cccc(OC)c2)n(C)c1C	-9	-7	-2	-3.5	31	5	-6	-2	2
COc1ccc(CCNC(=O)c2cc3sc(Cl)cc3n2C)cc1OC	-6	1	-2	-1.6	5	3	15	4	2
COC(=O)Cn1nnc(-c2cccc(OC)c2)n1	5	-5	0	-1.5	-19	9	.	-2	1
O=C(O)CCCn1c(=O)[nH]c2ccccc2c1=O	-10	13	-4	0.6	13	6	21	9	-17

A section of the results above:
SMILES	Cdc25B block	C1s inh	Hsp90 inh	5HT1a ag	DUSP1 inh	FXIa inh mix	CatL block	CatG inh	FXIIa mix inh
COC(=O)Cn1nnc(-c2cccc(OC)c2)n1	5	-5	0	-1.5	-19	9	.	-2	1
O=C(O)CCCn1c(=O)[nH]c2ccccc2c1=O	-10	13	-4	0.6	13	6	21	9	-17

(list continues)
SMILES	Cdc25B block	C1s inh	Hsp90 inh	5HT1a ag	DUSP1 inh	FXIa inh mix	CatL block	CatG inh	FXIIa mix inh
O=P(/C(=N/O)Sc1ccccc1)(N1CCOCC1)N1CCOCC1	-6	15	-5	-0.4	2	14	-1	16	-1
CCN(CC)C(=O)CSc1nnc([C@H](CCSC)NC(=O)OC(C)(C)C)o1	-9	-8	-5	-3.4	19	7	1	-2	3
O=C(CN1CCCC1)NCC1(c2ccccc2)CCOCC1	-10	-29	1	2.4	-20	3	-10	-10	-18
CC(C)c1nnc(NC(=O)c2cccc(-n3cnnn3)c2)s1	6	-6	2	-4.6	20	5	-4	-6	1
CC(=O)Nc1ccc(N=Cc2ccc[nH]2)cc1	-8	5	-2	2.1	-12	12	2	30	-5
CC1=CC(C#N)(C#N)C(C#N)(C#N)C(c2ccccc2)N1 (configuration not stated)	-4	17	51*	-3.3	-7	7	-11	15	4
CC1(C)Cc2c(C#N)c(N3CCOCC3)nc(-c3ccccc3)c2CO1	4	.	-2	3.6	-5	.	0	.	.
O=C(CN1CCN(c2ccccn2)CC1)N(c1ccccc1)c1ccc2ccccc2c1	-16	9	.	5.9	8	-8	-9	1	6
O=S(=O)(c1cccs1)N1CCN(Cc2ccccc2)CC1	0	17	-4	-2.4	-21	7	0	9	-10
COc1ccc(C2CC(c3ccc(Cl)cc3)Nc3nc(NC(=O)c4ccco4)nn32)cc1 (configuration not stated)	4	-52	-1	3.3	33	-6	4	5	3
O=C(Nc1c2c(nn1-c1ccc(F)cc1)CSC2)c1ccc(S(=O)(=O)N2CCOCC2)cc1	9	4	-5	2.5	43	3	13	9	6
O=C(NC12CC3CC(CC(C3)C1)C2)c1cnccn1	-5	-45	8	-1.7	11	-17	-11	-4	0
O=CN1CCN(C(=O)c2ccccc2F)CC1	-14	8	-1	-2.5	-12	6	-1	6	10
CCc1nc2n[nH]c(N)c2c2c1CCCC2	-4	.	0	0.1	-29	.	-3	.	.
CCC(=O)c1ccc(N2CCCCCC2)c(F)c1	-18	-55	0	-1.0	-1	-4	7	-1	7
Cc1nn(C)c(C)c1S(=O)(=O)N(CC(=O)Nc1ccccn1)c1ccc(C(C)C)cc1	-9	-7	1	-0.9	9	7	-8	-5	5
Cc1noc(-c2ccccc2OC(=O)c2ccccc2)n1	-20	4	-1	0.6	11	3	4	-3	-5
O=C(NCc1cccnc1)c1cnn2ccccc12	1	-13	0	-0.8	10	2	.	12	0
COc1ccc(-c2nc(-c3cccc(C)c3)no2)cc1OC	-15	8	0	0.1	0	4	-8	9	-4
c1ccc(-n2ncc3c(NCc4ccc5c(c4)OCO5)ncnc32)cc1	1	-14	0	1.3	-5	4	-6	-5	-1

Some of these compounds in order of count of non-hydrogen atoms, rising.
SMILES	Cdc25B block	C1s inh	Hsp90 inh	5HT1a ag	DUSP1 inh	FXIa inh mix	CatL block	CatG inh	FXIIa mix inh
CCc1nc2n[nH]c(N)c2c2c1CCCC2	-4	.	0	0.1	-29	.	-3	.	.
O=CN1CCN(C(=O)c2ccccc2F)CC1	-14	8	-1	-2.5	-12	6	-1	6	10
CCC(=O)c1ccc(N2CCCCCC2)c(F)c1	-18	-55	0	-1.0	-1	-4	7	-1	7
O=C(NC12CC3CC(CC(C3)C1)C2)c1cnccn1	-5	-45	8	-1.7	11	-17	-11	-4	0
Cc1noc(-c2ccccc2OC(=O)c2ccccc2)n1	-20	4	-1	0.6	11	3	4	-3	-5
COc1ccc(-c2nc(-c3cccc(C)c3)no2)cc1OC	-15	8	0	0.1	0	4	-8	9	-4
CC1(C)Cc2c(C#N)c(N3CCOCC3)nc(-c3ccccc3)c2CO1	4	.	-2	3.6	-5	.	0	.	.
Cc1nn(C)c(C)c1S(=O)(=O)N(CC(=O)Nc1ccccn1)c1ccc(C(C)C)cc1	-9	-7	1	-0.9	9	7	-8	-5	5
O=C(CN1CCN(c2ccccn2)CC1)N(c1ccccc1)c1ccc2ccccc2c1	-16	9	.	5.9	8	-8	-9	1	6
O=C(Nc1c2c(nn1-c1ccc(F)cc1)CSC2)c1ccc(S(=O)(=O)N2CCOCC2)cc1	9	4	-5	2.5	43	3	13	9	6

(list continues)
SMILES	Cdc25B block	C1s inh	Hsp90 inh	5HT1a ag	DUSP1 inh	FXIa inh mix	CatL block	CatG inh	FXIIa mix inh
Cc1onc(-c2ccccc2Cl)c1C(=O)NCc1ccc(S(N)(=O)=O)cc1	-8	15	0	-0.9	6	3	-13	9	-1
Cc1cc(C)nc(-n2nc(C)cc2NC(=O)CN2CCCC(C)C2)n1 (configuration not stated)	-8	1	3	-2.6	3	11	0	-3	0
COc1cc(C(=O)O)cc(OC)c1OCc1cc(C(=O)O)oc1C	-5	0	2	-1.6	6	3	-8	5	-1
c1ccc(OCCSc2ncnc3nc[nH]c23)cc1	-8	-2	2	1.7	9	-1	11	9	-7
O=C(COC(=O)c1ccccc1NC(=O)c1ccco1)Nc1ccc2c(c1)OCO2	-10	-9	4	-2.5	6	4	-6	1	-20
CC1Oc2ccccc2N(Cc2cccnc2)C1=O (configuration not stated)	-3	0	-3	-2.9	15	9	-6	-1	16
O=C(CSc1nc2sc3c(c2c(=O)n1-c1ccccc1)CCCC3)NCc1ccco1	0	11	-3	-1.6	11	4	.	9	6
CC(=O)N1CN(C2CCCC2)Cc2c1sc1c2CCCC1	10	2	0	-2.6	-9	-2	-1	0	1
